V1aR counter = V1a receptor agonism, counter-screen for OXTR agonists. P37288. CHO-V1R cells, Fluo-8 calcium fluorescence, agonist mode; 0% DMSO, 100% 3 nM vasopressin. activation, % at 3 µM. 320,000 tested, 0.25% active. AID 2797;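 active means activation above the mean activation of all tested compounds plus 3 SD, per screening run, cut at about 20% in these data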;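 further: signal is peak over basal fluorescence ratio across a 100 second FLIPR read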
OXTR agonist = agonists of human oxytocin receptor | 320,000 tested, 0.32% active | activation, % at 3 µM | CHO-OTR cells, Fluo-8 calcium fluorescence; normalized: DMSO 0%, oxytocin 100% | P30559;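 active means activation above the mean of all tested compounds plus 3 SD, cutoff set per screening run, cut at about 20% in these data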;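 further: peak over basal fluorescence ratio from a 100 s FLIPR kinetic read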
GPR7 antagonist = human neuropeptides B/W receptor 1 antagonism; inhibition, % at 4.4 µM; P48145; 290,000 tested, 1.1% active; GPR7-expressing cells, fluorescence antagonist assay; in the data active means inhibition above about 16%, passing the limit was not always enough;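 further: cells stimulated with the agonist NPW; 0% = agonist with vehicle and 100% = vehicle without agonist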
Target sequence (P48145 whole entry, looked up): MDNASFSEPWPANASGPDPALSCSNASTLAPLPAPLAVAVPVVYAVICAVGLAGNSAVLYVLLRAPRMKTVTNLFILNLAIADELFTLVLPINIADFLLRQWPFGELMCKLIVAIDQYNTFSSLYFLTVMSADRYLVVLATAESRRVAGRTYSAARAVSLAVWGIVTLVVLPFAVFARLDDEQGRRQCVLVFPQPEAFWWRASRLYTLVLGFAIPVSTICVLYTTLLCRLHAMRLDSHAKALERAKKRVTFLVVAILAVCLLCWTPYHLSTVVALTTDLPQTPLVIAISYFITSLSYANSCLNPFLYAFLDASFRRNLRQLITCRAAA
GalR3 antag = antagonists of human GalR3. O60755. HEK293 GalR3-CNG cAMP membrane potential fluorescence; galR3 body fused to GalR1 C-terminus. inhibition, % at 3 µM. 360,000 tested, 0.44% active. AID 651719;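 active means inhibition above the screen-wide average plus 3 SD, cut at about 13% in these data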;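 further: forskolin and galanin both at EC90 stimulate the cells; cAMP rise reported by CNG channel membrane potential dye signal; 0% = forskolin plus galanin with DMSO and 100% = forskolin alone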
Target sequence (O60755 1-299 limits assumed): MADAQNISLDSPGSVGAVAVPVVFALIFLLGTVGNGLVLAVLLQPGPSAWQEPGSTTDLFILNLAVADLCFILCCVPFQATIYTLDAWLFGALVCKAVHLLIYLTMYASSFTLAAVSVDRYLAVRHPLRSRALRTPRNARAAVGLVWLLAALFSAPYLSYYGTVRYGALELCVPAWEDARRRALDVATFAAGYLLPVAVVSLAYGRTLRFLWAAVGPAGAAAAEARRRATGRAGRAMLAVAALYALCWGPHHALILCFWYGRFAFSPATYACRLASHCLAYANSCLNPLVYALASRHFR
DNA FID counter = displaces DNA intercalator in HCV helicase counter-screen; inhibition, % at 7.9 µM; AID 1845; DNA fluorescent intercalator displacement, fluorescence; 290,000 tested, 0.17% active; in the data active means inhibition above about 37%;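 further: 0% = vehicle and 100% = reference compound; higher means more ethidium bromide displaced from hairpin DNA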
PHOSPHO1 inh = PHOSPHO1 (human) inhibition | AID 1565 | 290,000 tested, 1.1% active | inhibition, % at 13.3 µM | recombinant PHOSPHO1, absorbance phosphatase assay; in the data active means inhibition above about 60%
Target sequence (Q8TCT1 whole entry, looked up): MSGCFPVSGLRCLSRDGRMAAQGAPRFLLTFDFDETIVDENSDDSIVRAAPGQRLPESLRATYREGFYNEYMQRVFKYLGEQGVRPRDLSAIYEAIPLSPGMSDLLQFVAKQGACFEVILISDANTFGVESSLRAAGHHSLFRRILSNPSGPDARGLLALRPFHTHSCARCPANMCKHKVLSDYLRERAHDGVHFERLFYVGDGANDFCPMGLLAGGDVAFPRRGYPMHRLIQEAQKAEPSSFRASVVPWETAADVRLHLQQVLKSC
VIM-2 inh = blocks Pseudomonas aeruginosa VIM-2 metallo-beta-lactamase | inhibition, % at 5.6 µM | 290,000 tested, 0.89% active | purified VIM-2, nitrocefin hydrolysis, epi-absorbance fluorescence;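 active means inhibition above the mean of all tested compounds plus 3 SD, cutoff set per screening run, cut at about 7.5% in these data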;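 further: red hydrolysis product quenches plate fluorescence so inhibitors raise well fluorescence; 0% = enzyme with DMSO and 100% = DMSO without enzyme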
NS3 helicase inh = blocks Hepatitis C virus NS3 helicase unwinding; NS3 helicase DNA unwinding, Cy5 molecular beacon fluorescence; inhibition, % at 10.9 µM; 290,000 tested, 0.56% active; AID 1800;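 active means inhibition above the mean of all tested compounds plus 3 SD, set per campaign, cut at about 35% in these data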;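 further: 0% = DMSO wells and 100% = thioflavine S control wells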
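System: NS3 helicase fragment of HCV / Schedule: 1 h at 25 °C / Control set: DMSO alone as 0% and 110 µM thioflavine S as 100% / Reagent: Cy5/quencher beacon DNA duplex and ATP to start / Technique: Cy5 fluorescence / Replication: singlicate / Evaluation: % inhibition of end-to-start signal ratio versus controls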
IMP-1 inh = blocks Pseudomonas aeruginosa IMP-1 metallo-beta-lactamase; purified IMP-1, nitrocefin hydrolysis, epi-absorbance fluorescence; inhibition, % at 5.6 µM; 290,000 tested, 0.45% active; AID 1556;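 active means inhibition above the mean plus 3 SD of all compounds in the same screening run, cut at about 4.5% in these data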;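 further: 0% = IMP-1 with DMSO and 100% = DMSO wells lacking enzyme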
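Assay system: purified IMP-1; Quantity: IMP-1 0.2 nM before substrate addition; Medium: HEPES buffer pH 7.1 with ZnSO4 and Brij 35; Incubation: 15 min enzyme–compound preincubation, then 25 min nitrocefin reaction, 25 °C; Signal: fluorescence quenching readout, ex 480/em 530 nm; Controls: DMSO with and without IMP-1; Repeats: singlicate testing.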
* marks the source's active call; other numbers are inactive results; x = not tested or not shown.

cpd	Compound	V1aR counter	OXTR agonist	GPR7 antagonist	GalR3 antag	DNA FID counter	PHOSPHO1 inh	VIM-2 inh	NS3 helicase inh	IMP-1 inh
1	CC(Oc1ccc(-c2ccccc2)c(F)c1)c1ccn(S(=O)(=O)c2ccc(Br)cc2)n1 (stereo unspecified)	0.2	1.6	-7	1	-2	40	-0.5	-17	-1.4
2	CCN(CC)c1cccc(OC(=O)c2cccnc2Cl)c1	-1.9	-2.2	-24	-8	-25	10	2.3	-4	-2.7
3	CCN(c1ccccc1)S(=O)(=O)c1cc(NC(=O)COC(=O)C2CC2)ccc1Cl	3.8	2.2	-12	-9	-16	-10	-2.6	-16	-2.8
4	COC(=O)COc1ccc2cc(-c3ccccc3)c(=O)oc2c1	6.6	2.8	-7	-6	-14	53	-6.0	9	-2.2
5	Cc1ccnc(NC(=O)C2CCN(S(=O)(=O)c3ccc4c(c3)CC(C)N4C(=O)C3CCC3)CC2)c1 (stereo unspecified)	2.4	0.7	-2	1	-36	32	-0.3	-22	-1.5
6	Cn1c(SCC(=O)Nc2ccc(NC(=O)c3cccc(F)c3)cc2)nnc1-c1ccncc1	0.7	-0.2	11	-5	-25	40	-2.1	2	-0.3
7	Cn1ncc(Cl)c1C(=O)Nc1ccncc1	0.3	-0.3	-21	-4	2	1	-3.2	11	-3.9
8	C=CCn1c(SCn2nnc3ccccc3c2=O)nc2scc(-c3cccs3)c2c1=O	0.3	-0.6	4	-1	0	-4	-1.5	5	-3.1
9	CN1CCN(CCOc2cccc(Cl)c2)CC1	-0.6	0.7	1	-3	5	20	-11	2	-2.5
10	CCCCC1S/C(=N/N=C/c2ccc(OC)cc2)N(Cc2ccc(OC)cc2)C1=O (stereo unspecified)	0.8	0.3	7	-1	-4	19	-1.5	0	0.2
11	COCCn1c(=NC(=O)/C=C/c2cccs2)sc2cc(NC(C)=O)ccc21	-0.6	0.4	-1	-2	6	-5	-1.3	-4	-1.7
12	CC(=O)CCc1c(C)[nH]c2ccccc2c1=O	0.3	0.4	-3	-1	2	32	-0.4	2	-1.3
13	COc1ccc(C2CC(c3ccccc3)=NN2C(=O)COC(=O)c2cc(S(=O)(=O)N3CCOCC3)ccc2Cl)cc1 (stereo unspecified)	1.8	1.7	-1	1	2	-20	-0.3	-14	-2.1
14	CC(=O)Nc1ccc(NC(=O)c2ccc(N(C)S(=O)(=O)c3ccc(C)cc3)cc2)cc1	1.6	0.9	-7	-3	-27	23	-3.0	1	-1.7
15	c1ccc(CCNC2=NCCCS2)cc1	0.1	-0.9	-6	-2	-4	7	-0.7	4	-1.0
16	CCCCc1c(C)nc2ccccc2c1SCCC(=O)O	-1.4	-1.1	-13	-2	-49	-37	0.5	11	0.1
17	COc1ccc(N2CCN(C(CNC(=O)C(=O)NCCCn3ccnc3)c3cccnc3)CC2)cc1 (stereo unspecified)	1.1	0.8	-9	-6	-6	-8	-3.9	-3	5.6*
18	C[C@H](NC(=O)OC(C)(C)C)c1nnc(SCC(=O)Nc2cccc(Cl)c2)o1	7.4	7.8	-3	2	-19	12	-0.9	-8	-4.5
19	CN(CCc1ccccn1)C(=S)Nc1ccc(Cl)cc1Cl	1.1	0.5	-10	-1	-4	38	-3.3	17	-5.3
20	O=C(c1cccc(-n2cccc2)c1)N1CCN(S(=O)(=O)c2c(F)cccc2F)CC1	3.3	0.3	1	1	-40	53	-1.2	8	-3.2
21	COc1ccc(C(=O)Nc2ccc(NC(=O)c3ccccc3OC)nc2)cc1	6.7	4.4	-8	-8	-19	27	0.9	-15	-2.7
22	COc1ccc(NC(=O)CCN2CCN(S(=O)(=O)c3cc(Cl)ccc3Cl)CC2)cc1	4.4	4.0	1	-3	-8	8	-3.4	3	-3.3
23	CS(=O)(=O)Nc1ccc(C2=NN(C(=O)c3ccco3)C(c3cccc(F)c3)C2)cc1 (stereo unspecified)	3.9	0.0	-9	-4	-14	-4	-2.9	25	-2.9
24	COc1cc(CNCCO)cc(Br)c1OCc1ccccc1Cl	10	9.5	19	-7	36	2	1.7	-44	-1.9
25	O=c1c(Cc2c(F)cccc2Cl)c(O)ccn1Cc1ccc(F)cc1	-0.4	-2.1	2	0	-6	15	-3.5	-2	-2.0

Overlap with the part before: two compounds, followed by the next part.
cpd	Compound	V1aR counter	OXTR agonist	GPR7 antagonist	GalR3 antag	DNA FID counter	PHOSPHO1 inh	VIM-2 inh	NS3 helicase inh	IMP-1 inh
24	COc1cc(CNCCO)cc(Br)c1OCc1ccccc1Cl	10	9.5	19	-7	36	2	1.7	-44	-1.9
25	O=c1c(Cc2c(F)cccc2Cl)c(O)ccn1Cc1ccc(F)cc1	-0.4	-2.1	2	0	-6	15	-3.5	-2	-2.0
26	CC(C)CCN1CC(O)=C(c2nc3ccccc3[nH]2)C1=N	-0.2	0.6	-3	-6	-5	-20	-6.7	4	-3.8
27	CCC1CCCCN1CCCNC(=O)Cn1ncn2nc(-c3ccc(OC)cc3)cc2c1=O (stereo unspecified)	3.1	0.1	-4	-9	24	12	0.5	3	0.5
28	CCC(C)c1c(O)nc(SCC(=O)Nc2ccccc2)[nH]c1=O (stereo unspecified)	1.1	-0.3	4	-5	-2	16	-1.4	-4	-2.4
29	Cc1c(C(=O)NCCCn2ccnc2)oc2ccccc12	0.4	0.1	-2	1	-1	6	0.4	3	-4.5
30	O=C1CC(=O)C(n2cncn2)C(c2ccc(Cl)cc2)C1 (stereo unspecified)	-0.1	0.3	19	3	-32	14	-1.5	22	-0.8
31	CC1CCN(C(=O)Cn2nnc(-c3ccc([N+](=O)[O-])cc3)n2)CC1	1.1	1.8	-13	-6	-6	20	-1.6	3	-1.4
32	COC(=O)Cn1cnc2sc(C)c(S(=O)(=O)N3CCC(C)CC3)c2c1=O	5.8	-0.9	-12	1	-12	10	0.0	4	-3.7
33	CCCC[C@@H]1C[C@H]1[C@@H](NC(=O)c1ccco1)c1ccc(Cl)cc1	0.7	-0.5	-12	-6	-25	-14	-4.4	-7	-2.8
34	CCOC(=O)N1CCN(C(=O)c2noc3c2COc2ccccc2-3)CC1	3.4	1.7	-17	-9	-35	8	-1.4	-11	-1.9
35	COc1ccccc1N(C)S(=O)(=O)c1ccc(C(=O)Nc2nc(C)cs2)cc1	2.5	-1.0	-4	-8	-27	-16	-0.8	-16	-4.0
36	O=C(CSc1nc(-c2ccccc2)cc(=O)[nH]1)Nc1ccccc1F	-0.2	-0.2	-6	-9	-8	-3	-0.8	-23	-2.1
37	COCCn1c(SCC(=O)Nc2cc(C)on2)nnc1-c1c[nH]c2ccccc12	0.3	-0.8	-8	x	-17	27	-3.9	2	-2.4
38	S=C(Nc1ccccc1)Nc1ccc(OCc2ccccc2)cc1	0.3	0.5	-6	-6	0	33	-7.9	4	0.0
39	COc1cccc(OCCNC(=O)c2ccc(C)cc2)c1	-0.4	-1.2	2	-4	-15	35	-1.4	-12	-2.6
40	CCS(=O)(=O)NCCNc1ccc([N+](=O)[O-])cc1	-0.2	1.5	2	-4	1	25	-2.1	0	-1.7
41	COc1ccc(OC)c(-n2c(-c3ccc(C)cc3)n[nH]c2=S)c1	0.1	-1.2	4	-1	-4	26	-1.2	-1	-2.1
42	CCCn1nnnc1SCC(=O)N1CCCCC1	0.8	0.6	-9	-4	-2	51	-5.1	-1	-0.9
43	COc1ccc(C2=CSC3=NNC4(CCCCC4)NN23)cc1	-0.6	-0.5	4	0	3	-12	-0.7	-2	0.0
44	O=C(O)c1cccc(NC2=Nc3cccc4cccc2c34)c1	0.0	0.1	-2	3	1	12	-2.3	-2	-2.5
45	O=c1c2ccsc2ncn1Cc1ccccc1F	-0.5	-1.1	-4	-1	5	23	-0.1	2	-2.5
46	Oc1c(C=C2N=c3ccccc3=N2)sc(=S)n1-c1ccccc1	0.8	2.8	9	-7	-12	-3	0.8	12	0.6
47	COc1ccc(S(=O)(=O)N2CCCCCC2)cc1NC(=O)c1ccccc1	2.8	-0.6	-11	0	-38	28	0.3	-7	-2.0
48	COCCSc1nnc(NC(=O)C2CCN(C(=O)c3ccco3)CC2)s1	0.1	0.7	-7	-6	-21	19	-4.3	21	-2.2
49	COc1ccccc1N1CCN(C(c2cccs2)c2nnnn2C2CCCC2)CC1 (stereo unspecified)	0.2	0.2	-19	-4	-1	-4	-2.5	-6	1.3
50	N=C1S/C(=C\c2ccco2)C(=O)N1c1ccc2c(c1)OCO2	-1.3	-3.1	-7	-5	-15	-14	-1.4	40*	-0.5
51	CC(=O)Cn1ncc(Br)c(Br)c1=O	x	x	-5	-4	-1	37	-1.8	-4	-1.6
52	CC(C)=CC(=O)OCC(=O)Nc1ccc(Cl)cn1	-0.6	-1.0	7	7	-3	14	2.6	8	-0.8
53	COc1ccccc1C(=O)N1CC(=O)Nc2ccc(C)cc2C1c1ccc(F)cc1 (stereo unspecified)	4.1	0.2	-6	-9	-35	x	-1.7	-2	-3.4
54	CC1=C(C(=O)NCc2ccccn2)C2(CCC(C)CC2)OC1=O (stereo unspecified)	1.9	-0.1	-5	x	-2	10	-1.9	-6	-0.6
55	COc1ccc(OC)c(NC(=O)C2CCN(S(C)(=O)=O)CC2)c1	0.4	0.3	4	-10	3	-21	-2.5	-1	-0.7
56	CCN(CC)CCOC(=O)C(Cc1cccc2ccccc12)CC1CCCO1 (stereo unspecified)	-0.6	0.4	5	-13	9	20	-2.1	-15	-1.1
57	Cc1ccc2c(CN(C)Cc3cccc(F)c3)cc(=O)oc2c1	-0.7	-1.7	1	-8	-24	20	-1.2	-7	-2.7

Rows were taken by chance; 4.3% or so of the library scored in one or more.
